MEX-5 binding: MEX-5 zinc finger RNA-binding disruptors – biochemical, C. elegans, fluorescence polarization, MLPCN library, primary screen; actives 0.38% (n = 300,000); AID 1832, 2009; activity score (negative = inhibition of binding), % at 10 µM; MEX-5/FITC-TCR2 RNA binding; stronger effect = lower value; Zinc finger protein mex-5 (Caenorhabditis elegans), Q9XUB2;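 active = inhibition past about -25% in most replicates, and total fluorescence under double the plate's negative control median, limit read from the data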;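 note: 0% = DMSO and -100% = 5 µM competing unlabeled TCR2 RNA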
GLD-1 TGE inh: GLD-1/TGE RNA complex disruptors, primary screen, biochemical, fluorescence polarization | Female germline-specific tumor suppressor gld-1 (Caenorhabditis elegans), Q17339 | purified GLD-1 + fluorescein TGE RNA | inhibition, % at 5.96 µM | actives 0.44% (n = 320,000) | AID 2280, 2010;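 active = percent inhibition above a per-plate cutoff, the plate mean of test compounds plus 3 SD, cut at about 30% in these data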;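 note: 0% = DMSO wells with GLD-1 and probe and 100% = wells lacking GLD-1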
Target sequence (Q17339 whole entry, looked up): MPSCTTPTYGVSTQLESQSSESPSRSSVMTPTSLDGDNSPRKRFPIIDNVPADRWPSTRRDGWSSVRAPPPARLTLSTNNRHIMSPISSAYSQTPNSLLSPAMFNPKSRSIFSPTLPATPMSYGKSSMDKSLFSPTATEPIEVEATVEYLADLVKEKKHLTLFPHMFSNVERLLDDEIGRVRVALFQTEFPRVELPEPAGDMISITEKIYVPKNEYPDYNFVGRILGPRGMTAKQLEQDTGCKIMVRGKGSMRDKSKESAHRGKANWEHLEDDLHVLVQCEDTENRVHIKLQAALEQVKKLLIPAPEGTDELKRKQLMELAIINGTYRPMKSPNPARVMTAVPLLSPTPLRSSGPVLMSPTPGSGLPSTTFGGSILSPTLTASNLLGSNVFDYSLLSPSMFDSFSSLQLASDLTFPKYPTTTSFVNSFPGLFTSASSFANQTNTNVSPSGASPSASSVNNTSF
GSTO1 counter: inhibitors of recombinant GSTO1, primary screen, counter-screen for RBBP9 inhibitor project, biochemical, fluorescence polarization. activity-based probe fluorescence polarization. inhibition, % at 5.96 µM. actives 1.1% (n = 300,000);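 active = inhibition above the campaign mean inhibition plus 3 SD, cut at about 35% in these data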;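 note: 0% = GSTO1-1 with DMSO and 100% = wells lacking GSTO1-1 enzyme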
PME-1 inh: PME-1 inhibitors via competitive probe labeling, primary screen, biochemical, fluorescence polarization, FP-Rh probe, HTS; Protein phosphatase methylesterase 1 (Homo sapiens), Q9Y570; recombinant PME-1; inhibition, % at 5.9 µM; actives 0.53% (n = 320,000); AID 2130, 2009;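 active = inhibition above the campaign mean of all compounds plus 3 SD, cut at about 26% in these data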;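 note: competitive labeling of PME-1 active site by serine hydrolase directed probe; 0% = PME-1 with DMSO and 100% = wells lacking PME-1 enzyme; inhibitors block probe labeling so polarization falls and inhibition rises; many of its hits are not listed in these tables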
PAD4 inh: human PAD4 inhibitors, primary screen, biochemical, fluorescence polarization, 1536-well format. Protein-arginine deiminase type-4 (Homo sapiens), Q9UM07. recombinant PAD4, RCA probe fluorescence polarization. inhibition, % at 6.36 µM. actives 0.41% (n = 330,000);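 active = percent inhibition above a cutoff equal to the mean of all tested compounds plus 3 SD, cut at about 15% in these data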;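 note: 0% = PAD4 with RCA probe and DMSO and 100% = probe without PAD4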
Target sequence (Q9UM07 whole entry, looked up): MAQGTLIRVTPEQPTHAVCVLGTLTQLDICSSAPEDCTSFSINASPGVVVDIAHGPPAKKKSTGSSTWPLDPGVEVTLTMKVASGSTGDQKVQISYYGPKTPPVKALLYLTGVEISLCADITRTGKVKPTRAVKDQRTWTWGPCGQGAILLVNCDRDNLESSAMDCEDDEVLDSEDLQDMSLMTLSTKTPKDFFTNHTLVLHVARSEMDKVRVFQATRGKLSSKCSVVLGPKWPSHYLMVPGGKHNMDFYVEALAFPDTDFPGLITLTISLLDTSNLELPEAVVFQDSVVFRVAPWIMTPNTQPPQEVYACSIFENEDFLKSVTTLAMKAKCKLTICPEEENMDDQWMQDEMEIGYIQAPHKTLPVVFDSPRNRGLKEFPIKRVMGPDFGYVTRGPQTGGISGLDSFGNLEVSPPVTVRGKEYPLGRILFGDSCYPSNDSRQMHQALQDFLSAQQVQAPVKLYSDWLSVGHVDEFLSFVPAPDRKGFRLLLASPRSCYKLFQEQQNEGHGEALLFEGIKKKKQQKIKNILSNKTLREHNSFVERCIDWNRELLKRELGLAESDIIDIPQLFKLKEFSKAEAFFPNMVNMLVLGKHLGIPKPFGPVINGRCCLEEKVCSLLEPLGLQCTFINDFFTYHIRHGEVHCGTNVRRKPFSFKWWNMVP
Bcl-xL primary: inhibitors of human Bcl-xL, primary screen, biochemical, fluorescence polarization, HTS; Bcl-2-like protein 1 (Homo sapiens), Q07817; GST-Bcl-xL / FITC-Bim BH3 peptide fluorescence polarization; inhibition, % at 10.9 µM; actives 0.7% (n = 320,000); AID 2129, 2009;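 active = inhibition above the mean of all tested compounds plus 3 SD, cutoff set per campaign, cut at about 30% in these data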;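 note: 0% = DMSO wells and 100% = unlabeled Bim-BH3 peptide competitor; inhibitors lower millipolarization by displacing the labeled peptide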
TPT1 inh: Candida albicans TPT1 enzyme inhibitors, primary screen, biochemical, fluorescence polarization; AID 1962, 2009; actives 0.81% (n = 300,000); recombinant caTPT1, FP RNA substrate dephosphorylation; inhibition, % at 5 µM; tRNA 2'-phosphotransferase TPT1 (Candida albicans SC5314);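 active = inhibition above the mean of all tested compounds plus 3 SD, set per screening campaign, cut at about 24% in these data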;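 note: plate controls were DMSO alone for no effect and ferristatin control at 100 nM for full effect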
MCL1-BIM inh: inhibitors of MCL1 binding to BIM-BH3, primary screen, biochemical, fluorescence polarization; Induced myeloid leukemia cell differentiation protein Mcl-1 (Homo sapiens), Q07820; GST-MCL1 / FITC-Bim-BH3 fluorescence polarization; inhibition, % at 10.9 µM; actives 0.68% (n = 320,000); AID 2057, 2009;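 active = inhibition above the mean inhibition of all tested compounds plus 3 SD, set per campaign, cut at about 40% in these data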;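 note: 0% = DMSO wells and 100% = unlabeled Bim-BH3 peptide control; higher means more loss of mP so more displacement of Bim peptide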
Fam108B counter: mouse Fam108B serine hydrolase inhibitors, primary screen, counter-screen for RBBP9 inhibitor project, biochemical, fluorescence polarization | AID 1947, 2009 | recombinant Fam108B, FP-Rh probe fluorescence polarization | inhibition, % at 9.51 µM | actives 0.33% (n = 300,000);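 active = inhibition above the screen mean inhibition plus 3 SD, computed separately per campaign, cut at about 18% in these data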;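 note: inhibitors lower polarization as less probe binds the enzyme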
An asterisk follows results filed as active; · = no result given.

nr	structure	MEX-5 binding	GLD-1 TGE inh	GSTO1 counter	PME-1 inh	PAD4 inh
1	CC(=O)Nc1ccc(NC(=O)C2CCCN2S(=O)(=O)c2cccc3nsnc23)cc1 (stereo not drawn)	0.6	-2	3	2	-2
2	N/C(=N\O)c1ccc(NC(=O)c2ccc(Br)o2)cc1	-1.9	1	-22	1	12
3	c1cncc(-c2ccc3[nH]ccc3c2)c1	·	4	·	0	1
4	COc1cc2c(cc1NC(=O)/C=C/c1cc(OC)c(OC)c(OC)c1)oc1ccccc12	1.3	-6	11	-6	7
5	Cc1cccnc1NC(=O)CCCN1C(=O)c2ccccc2C1=O	1.4	-1	7	4	0
6	CCc1nnc2c(N(C)S(=O)(=O)c3ccc(C)cc3)nc3ccccc3n12	1.6	1	3	3	-2
7	O=C(CN1CCC(C(O)(c2ccccc2)c2ccccc2)CC1)Nc1cc(Cl)ccc1Cl	2.3	1	2	3	1
8	O=C(NC1CCCC1)c1cc(-c2cccc(Cl)c2)on1	-3.2	1	2	-1	-2
9	CN(C)C(CNC(=O)c1c(F)cccc1Cl)c1ccco1 (stereo not drawn)	1.6	-2	1	-1	-4
10	O=C(Cc1ccc(S(=O)(=O)N2CCCCC2)s1)Nc1ccc(F)c(F)c1	-0.1	5	-3	0	1

nr	Bcl-xL primary	TPT1 inh	MCL1-BIM inh	Fam108B counter
1	1	-3	2	2
2	3	-2	1	4
3	4	·	4	·
4	1	0	-10	3
5	5	-2	6	-2
6	3	-2	-5	-2
7	2	-1	4	-5
8	1	-2	3	-4
9	3	4	3	2
10	6	1	4	-1

(cont.)
nr	structure	MEX-5 binding	GLD-1 TGE inh	GSTO1 counter	PME-1 inh	PAD4 inh
11	O=C(N/N=C/c1ccc([N+](=O)[O-])cc1)c1ccc(COc2ccccc2-c2ccccc2)cc1	-0.1	-2	6	-11	2
12	CCOP(=O)(OCC)C(Nc1ccccc1)c1ccccc1C(F)(F)F (stereo not drawn)	1.8	-1	-5	-4	0
13	Cc1cc(C)cc(NC(=O)c2cccc(C(=O)Nc3cc(C)cc(C)c3)n2)c1	-2.6	6	0	5	2
14	COCCNC(=O)C1CCCN(S(=O)(=O)c2c(C)noc2/C=C/c2cccs2)C1 (stereo not drawn)	2.6	7	5	0	-6
15	COC(=O)C1CCN(C(=O)c2cc(OC)c(OC)c(OC)c2)CC1	-0.5	-5	-2	4	1
16	Cn1c(C(=O)NCCc2ccccc2)cc(=O)n(C)c1=O	-0.5	-6	2	-5	-1
17	COc1cccc(NC(=S)N(CCC(C)C)C(C)c2ccncc2)c1 (stereo not drawn)	0.1	7	3	-1	-6
18	CCN(CC)C(=O)c1sc2nc(Cc3ccccc3)[nH]c(=O)c2c1C	-2.1	11	1	-4	-5
19	CCCCCN(C(=O)CCC(=O)OCC(=O)NCc1ccc(OC)cc1)c1c(N)n(CCCC)c(=O)[nH]c1=O	0.6	0	3	-8	-3
20	O=C(CSCc1ccccc1F)NCc1ccccc1	0.2	4	-4	-4	-2

nr	Bcl-xL primary	TPT1 inh	MCL1-BIM inh	Fam108B counter
11	0	-3	0	26*
12	1	1	7	-1
13	2	-4	12	-4
14	-1	-2	1	2
15	3	-3	-3	5
16	-1	1	-2	-2
17	-2	1	2	-3
18	3	1	1	-1
19	-4	0	0	-1
20	0	-5	-5	-2

Continued; it opens with the 2 that closed the last part.
nr	structure	MEX-5 binding	GLD-1 TGE inh	GSTO1 counter	PME-1 inh	PAD4 inh
19	CCCCCN(C(=O)CCC(=O)OCC(=O)NCc1ccc(OC)cc1)c1c(N)n(CCCC)c(=O)[nH]c1=O	0.6	0	3	-8	-3
20	O=C(CSCc1ccccc1F)NCc1ccccc1	0.2	4	-4	-4	-2
21	O=c1cc[nH]c2c1ccc1c(=O)cc[nH]c12	-21	-1	29	-10	5
22	COCc1ccc(CN2CCc3c([nH]c4ccccc34)C2C(C)(C)C)o1 (stereo not drawn)	-3.5	2	2	1	-6
23	Cc1cc(C)cc(NC(=O)c2ccccc2CC[N+](=O)[O-])c1	-1.8	-3	-9	0	-4
24	O=c1[nH]c(CSc2ncnc3sccc23)nc2cc(C(F)(F)F)ccc12	-5.1	-11	-14	-3	2
25	O=C(O)Cc1ccc(NC(=O)c2ccc(Cl)c(Cl)c2)cc1	-0.2	4	2	-1	3
26	CC1CCCCC1NC(=O)C1CCN(c2c3c(nc4ncnn24)CCC3)CC1 (stereo not drawn)	3.5	2	4	-6	3
27	CC(/C=N/N1CCN(c2ccccn2)CC1)=C\c1ccccc1	-0.1	2	6	-5	3
28	COc1ccc(C)cc1-n1c(SCC(=O)Nc2cc(C)on2)nc2sc(C)c(C)c2c1=O	5.7	-1	-3	1	1
29	C=CCn1c(=S)[nH]c2cc(C(=O)Nc3ccc(F)cc3)ccc2c1=O	-0.6	-4	0	-23	4
30	COc1ccc(N2CCN(c3oc(COc4ccccc4)nc3C#N)CC2)cc1	·	5	-3	5	2

nr	Bcl-xL primary	TPT1 inh	MCL1-BIM inh	Fam108B counter
19	-4	0	0	-1
20	0	-5	-5	-2
21	21	-1	24	7
22	2	0	-10	2
23	6	-5	-2	0
24	-4	20	-3	-7
25	1	0	-3	2
26	5	0	3	1
27	5	6	-3	3
28	3	4	1	-12
29	8	2	0	-9
30	1	-3	3	-3

Given as labelled records: 2 of the compounds above.
[25] O=C(O)Cc1ccc(NC(=O)c2ccc(Cl)c(Cl)c2)cc1
  MEX-5 binding: -0.2
  GLD-1 TGE inh: 4
  GSTO1 counter: 2
  PME-1 inh: -1
  PAD4 inh: 3
  Bcl-xL primary: 1
  TPT1 inh: 0
  MCL1-BIM inh: -3
  Fam108B counter: 2
[22] COCc1ccc(CN2CCc3c([nH]c4ccccc34)C2C(C)(C)C)o1 (stereo not drawn)
  MEX-5 binding: -3.5
  GLD-1 TGE inh: 2
  GSTO1 counter: 2
  PME-1 inh: 1
  PAD4 inh: -6
  Bcl-xL primary: 2
  TPT1 inh: 0
  MCL1-BIM inh: -10
  Fam108B counter: 2

Following part:
nr	structure	MEX-5 binding	GLD-1 TGE inh	GSTO1 counter	PME-1 inh	PAD4 inh
31	Nc1nsc2ccccc12	1.3	7	-4	2	1
32	Cc1ccc(C(=O)N[C@H](C(=O)OCC(=O)c2ccc[nH]2)C(C)C)cc1	1.5	1	5	-2	0
33	COc1ccccc1Nc1nc(NCC2CCCO2)c2ccccc2n1 (stereo not drawn)	-4.0	1	0	5	2
34	COC(=O)CSc1cc([N+](=O)[O-])cc2c1c(C1OCCO1)nn2-c1ccccc1	-3.5	6	-3	-5	-1
35	N#Cc1ccc(OCC(=O)N/N=C/C2CC=CCC2)cc1 (stereo not drawn)	1.5	0	-4	-1	0
36	Clc1ccc(-c2ccccc2)cn1	·	-2	·	1	2
37	O=C(NCC(=O)N1CCN(C(=O)c2ccco2)CC1)c1ccccc1	1.6	-4	-1	8	-1
38	CC(NC(=O)NC(=O)c1cccc(Cl)c1)c1ccccc1 (stereo not drawn)	-1.4	10	3	-1	1
39	COc1ccc(C(=O)NNC(=O)C(=O)/C=C(\O)c2ccc(C)cc2)cc1	-9.0	-7	0	2	-2
40	O=C(Nc1ccccc1C(=O)N1CCCCC1)c1ccc(Cl)cc1Cl	-2.8	14	4	-3	2

nr	Bcl-xL primary	TPT1 inh	MCL1-BIM inh	Fam108B counter
31	-2	2	5	-6
32	3	-2	1	3
33	4	-4	7	0
34	4	0	-7	-3
35	-5	-2	1	7
36	9	·	11	·
37	2	0	-1	-4
38	-9	0	-2	-8
39	0	4	5	4
40	2	0	-1	3

Additional entries:
nr	structure	MEX-5 binding	GLD-1 TGE inh	GSTO1 counter	PME-1 inh	PAD4 inh
41	CCCCCN(C(=O)CN(C)Cc1ccc(OC)cc1OC)c1c(N)n(CCCC)c(=O)[nH]c1=O	1.4	1	4	0	4
42	O=C(O)c1ccccc1-c1ccccc1C(=O)Nc1cccc(O)c1	0.1	0	-2	2	-2
43	CCO[C@H]1OC(C(=O)NCc2nc3ccccc3[nH]2)=C[C@@H](c2ccc(Br)cc2)[C@@H]1CCCO	3.8	-2	2	3	-7
44	COc1ccc2c(=O)c(-c3nc(C)cs3)coc2c1	-0.7	6	0	-4	3
45	Cc1nn(C)c(Cl)c1S(=O)(=O)N1CCC(CO)(CCc2ccccc2)CC1	-1.0	6	5	0	-1
46	O=C(N/N=C\c1ccc(F)cc1)c1csnn1	-3.0	-2	3	-2	-7
47	COc1cccc(/C=N/NC(=O)c2cnccn2)c1OC	-0.9	-7	1	-3	-1
48	COc1ccc(OC)c(Nc2ncnc3sc(-c4ccccc4)cc23)c1	0.9	5	8	-5	-3
49	COc1ccc(NC(=O)CCSc2ccc(C)cc2)cc1S(=O)(=O)Nc1ccccc1Cl	2.1	4	4	-35	-1
50	O=c1c2c3c(sc2n2c(=S)[nH]nc2n1-c1ccccc1)CCC3	1.1	1	16	-1	7

nr	Bcl-xL primary	TPT1 inh	MCL1-BIM inh	Fam108B counter
41	-2	-2	-13	-1
42	2	-6	1	1
43	-10	-1	2	-2
44	-1	-3	8	7
45	4	2	-3	-1
46	7	-2	9	2
47	-1	0	-6	2
48	2	1	7	2
49	2	0	-2	-31
50	-38	0	-23	-1

Carrying on.
nr	structure	MEX-5 binding	GLD-1 TGE inh	GSTO1 counter	PME-1 inh	PAD4 inh
51	CSc1nc(C)cc(-n2cc(F)c(=O)[nH]c2=O)n1	0.2	8	8	2	-8
52	O=C1NC[C@@H](Cc2cccc3ccccc23)N(CCc2cc(C(F)(F)F)cc(C(F)(F)F)c2)C1=O	0.8	6	-3	-6	3
53	COc1ccc(Nc2nc(NN)nc(C)c2[N+](=O)[O-])cc1	0.0	4	-4	29*	-5
54	CC1CCC(NC(=O)CN2C(=O)COc3ccc(S(=O)(=O)N4CCCC4)cc32)CC1 (stereo not drawn)	0.4	0	3	3	7
55	CC1CN(C(=O)CCC(=O)NCc2ccc(F)cc2)c2ccccc2S1 (stereo not drawn)	2.1	9	0	-8	0
56	CN(C(=O)c1cnccn1)c1nnc(-c2cnccn2)s1	-0.8	-2	-2	-4	4
57	COc1ccc(OC)c(CN2CCCC(CO)C2)c1 (stereo not drawn)	-4.7	6	0	-1	3
58	CCc1cccc2c(SCC(=O)NCC3CCCO3)nc(-c3ccc(F)cc3)nc12 (stereo not drawn)	0.0	4	-1	1	7
59	NS(=O)(=O)c1ccc(O)c(NC(=O)c2ccc([N+](=O)[O-])cc2)c1	0.0	4	10	-2	-4

nr	Bcl-xL primary	TPT1 inh	MCL1-BIM inh	Fam108B counter
51	3	-6	0	1
52	-1	7	-7	-2
53	1	0	9	9
54	0	0	-1	-6
55	4	-2	7	5
56	5	-4	-2	4
57	3	2	-1	-2
58	4	-2	8	-4
59	8	12	6	-3

Along the list, as entered above:
Entries 51 to 54 in Bcl-xL primary, in turn: 3, -1, 1, 0

High-throughput results deposited in PubChem BioAssay by several laboratories.

An excerpt; count on the stated rates, not on these rows.
